UBC13 inh – blocks human UBC13 polyubiquitin chain formation. P61088. TR-FRET. inhibition, % at 20 µM. actives 0.47% (n = 330,000); in the data active means inhibition above about 45%, passing the limit was not always enough
EBI2 antag – blocks human EBI2 receptor beta-arrestin signaling; inhibition, % at 5 µM; actives 0.81% (n = 360,000); P32249; EBI2 beta-arrestin recruitment, luminescence, 7a,25-OHC stimulated; AID 651636; in the data active means inhibition above about 38%;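 further: enzyme fragment complementation signal reports receptor beta-arrestin coupling in cells; 0% = agonist plus DMSO wells and 100% = wells without agonist; some results beyond the cut were filed as inactive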
Target sequence (P32249 whole entry, looked up, the tested form may be a part): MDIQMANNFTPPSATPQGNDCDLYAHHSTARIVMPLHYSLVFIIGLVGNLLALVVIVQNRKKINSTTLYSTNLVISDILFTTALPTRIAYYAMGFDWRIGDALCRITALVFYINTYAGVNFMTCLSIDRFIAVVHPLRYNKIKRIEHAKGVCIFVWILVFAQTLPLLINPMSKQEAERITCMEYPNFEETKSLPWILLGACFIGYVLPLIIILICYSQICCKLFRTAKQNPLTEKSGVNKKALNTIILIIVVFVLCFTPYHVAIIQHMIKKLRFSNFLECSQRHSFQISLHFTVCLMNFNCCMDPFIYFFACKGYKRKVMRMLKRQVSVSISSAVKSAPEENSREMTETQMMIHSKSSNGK
CXCR6 inh – inhibitors of human CXCR6 receptor; O00574; CHO-K1 PathHunter CXCR6 beta-arrestin, luminescence; inhibition, % at 20 µM; actives 0.36% (n = 360,000); AID 602244; in the data active means inhibition above about 34%, passing the limit was not always enough;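 further: antagonist mode with CXCL16 agonist at 10 nM final; 0% = 10 nM CXCL16 with DMSO and 100% = unstimulated wells without agonist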
Target sequence (O00574 whole entry, looked up): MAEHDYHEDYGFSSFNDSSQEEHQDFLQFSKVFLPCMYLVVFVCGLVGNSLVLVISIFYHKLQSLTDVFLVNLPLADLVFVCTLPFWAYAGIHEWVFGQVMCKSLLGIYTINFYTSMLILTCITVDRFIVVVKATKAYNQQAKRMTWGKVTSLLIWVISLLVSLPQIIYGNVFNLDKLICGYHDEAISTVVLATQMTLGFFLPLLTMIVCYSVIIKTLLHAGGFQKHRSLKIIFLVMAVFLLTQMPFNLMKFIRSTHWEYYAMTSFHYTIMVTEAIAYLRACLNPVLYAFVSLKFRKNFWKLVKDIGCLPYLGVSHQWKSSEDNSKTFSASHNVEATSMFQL
Jurkat NFkB inh – lowers PMA/ionomycin-induced NF-kB signal in Jurkat cells | AID 435003 | actives 0.53% (n = 330,000) | PMA/ionomycin-induced NF-kB luciferase reporter, luminescence | inhibition, % at 4 µM; in the data active means inhibition above about 50%
Gli-Sufu block – antagonists of Gli-Sufu signaling. Sufu-KO-LIGHT fibroblasts, Gli luciferase reporter luminescence. inhibition, % at 5 µM. actives 0.74% (n = 340,000). AID 588413;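 active means inhibition above about 55%, limit read from the data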;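 further: 0% = DMSO-treated cells and 100% = wells with medium but no cells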
697 NFkB inh – lowers PMA/ionomycin-induced NF-kB signal in 697 B cells | 697 B-cell NF-kB luciferase reporter, 16 h | inhibition, % at 4 µM | actives 0.33% (n = 330,000); in the data active means inhibition above about 35%
CCR6 antag – antagonists of human CCR6 receptor | P51684 | CHO-K1 CCR6 PathHunter beta-arrestin, luminescence, CCL20-stimulated | inhibition, % at 20 µM | actives 0.49% (n = 340,000);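 active means compounds whose inhibition of the agonist-driven luminescence signal at 20 µM reaches about 50%, limit read from the data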;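 further: cells stimulated with CCL20 at 14 nM final; plate controls were DMSO with CCL20 for no effect and DMSO without agonist for full effect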
APJ antagonist – APJ receptor antagonism. P35414. CHO-K1 APJ beta-arrestin complementation, luminescence. inhibition, % at 20 µM. actives 0.32% (n = 330,000). AID 2521;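 active means inhibition above about 40% at 20 µM, limit read from the data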;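 further: cells challenged with 10 nM apelin-13 agonist together with compound; plate controls were apelin-13 plus DMSO wells for no effect and DMSO wells lacking apelin-13 for full effect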
Target sequence (P35414 whole entry, looked up): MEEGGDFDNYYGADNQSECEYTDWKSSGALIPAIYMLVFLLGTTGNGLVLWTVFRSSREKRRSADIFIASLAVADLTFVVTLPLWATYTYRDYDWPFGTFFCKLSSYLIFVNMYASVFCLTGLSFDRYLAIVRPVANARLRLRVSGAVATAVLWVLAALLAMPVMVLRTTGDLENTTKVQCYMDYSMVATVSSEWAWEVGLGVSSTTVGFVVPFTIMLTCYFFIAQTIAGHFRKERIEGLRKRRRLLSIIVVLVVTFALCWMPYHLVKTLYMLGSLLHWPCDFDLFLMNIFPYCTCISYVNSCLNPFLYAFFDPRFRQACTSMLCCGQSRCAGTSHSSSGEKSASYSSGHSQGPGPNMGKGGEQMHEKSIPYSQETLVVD
Numbers without * were called inactive; · = not tested or not shown.

Letters – A = UBC13 inh; B = EBI2 antag; C = CXCR6 inh; D = Jurkat NFkB inh; E = Gli-Sufu block; F = 697 NFkB inh; G = CCR6 antag; H = APJ antagonist
> COc1ccc(Cn2c(=O)sc3ccccc32)cc1OC
  A: 36; B: -18; C: -5; D: 32; E: 21; F: -12; G: 10; H: 14
> O=C(COC(=O)CNC(=O)c1ccc(Cl)c([N+](=O)[O-])c1)NCC1CCCO1 (stereo unspecified)
  A: 4; B: 4; C: 2; D: 8; E: 4; F: 16; G: 5; H: 18
> CNc1nnc(SCC(=O)N2c3ccccc3NC(=O)CC2C)s1 (stereo unspecified)
  A: 3; B: -12; C: 0; D: -2; E: -3; F: 7; G: -4; H: 1
> CC(C)CC1(C(=O)NCCN2CCOCC2)C=CCN1C(=O)c1ccccc1 (stereo unspecified)
  A: -8; B: -3; C: 8; D: 6; E: 11; F: 17; G: 12; H: -31
> CCNc1nc2c(c(=O)n(C)c(=O)n2C)n1CCCc1ccccc1
  A: -4; B: -3; C: -3; D: -2; E: 12; F: -20; G: 10; H: -15
> Cc1ccc(/C=C/C(=O)Nc2nccs2)o1
  A: 1; B: -6; C: -6; D: -73; E: -86; F: -56; G: -6; H: -2
> S=c1[nH]nc(Cc2noc3ccccc23)n1-c1ccccc1
  A: -2; B: 11; C: -1; D: 4; E: 29; F: 1; G: -2; H: 7
> CCC(OC(=O)c1ccco1)C(=O)NC1CCCC1 (stereo unspecified)
  A: -11; B: 7; C: 6; D: -1; E: 23; F: -13; G: 7; H: -26
> O=C1C2C(c3ccccc3)(C(=O)N1c1ccc(Cl)cc1)C2(c1ccccc1)c1ccccc1 (stereo unspecified)
  A: 3; B: -9; C: -2; D: 9; E: -8; F: 8; G: 21; H: 2
> COc1ccc(C(=O)NC(CC(C)C)C(=O)O)cc1 (stereo unspecified)
  A: 4; B: -9; C: -9; D: -22; E: 1; F: -3; G: 6; H: -4
> COc1ccc(CCC(C)Nc2ccc(F)cc2)cc1 (stereo unspecified)
  A: 16; B: 5; C: 2; D: -8; E: 3; F: 4; G: 10; H: 14
> CCOc1cc(/C=N/NC(=O)CSc2nncn2C)ccc1OCC(N)=O
  A: -6; B: 3; C: 0; D: -1; E: -2; F: 2; G: -14; H: 0
> O=C(CCNS(=O)(=O)c1ccc2[nH]c(=O)oc2c1)Nc1ccccc1
  A: -2; B: -3; C: -1; D: 0; E: -32; F: -11; G: 7; H: -3
> COc1ccccc1OCC(=O)N/N=C1/SCC(=O)N1Cc1ccccc1
  A: -7; B: -4; C: 4; D: -12; E: 5; F: -7; G: -9; H: 3
> Cc1ccc(C)c2nc3sc(C(=O)N4CCCc5ccccc54)c(N)c3cc12
  A: -8; B: 75*; C: 38; D: -5; E: 10; F: -19; G: 47; H: 59*
> CC(=O)c1cccc(NC(=O)COC(=O)COc2ccccc2C)c1
  A: 7; B: -1; C: 4; D: -4; E: 4; F: 13; G: -4; H: 0
> O=C(NCc1ccc(Cl)cc1)c1ccc(N2CCCC2=O)cc1
  A: 11; B: 55*; C: 5; D: -6; E: 15; F: -10; G: -4; H: -11
> O=C(NC(=S)Nc1ccccc1)c1ccc(Br)o1
  A: -1; B: -10; C: 32; D: -18; E: -38; F: -49; G: 33; H: 19
> Cc1c(NC(=O)c2ccc(S(=O)(=O)N(C)c3ccccc3)cc2)c(=O)n(-c2ccccc2)n1C
  A: -6; B: 1; C: 4; D: 5; E: 0; F: 26; G: 9; H: -4
> CCc1cccc(C)c1NC(=O)CN(C)C1=NS(=O)(=O)c2ccccc21
  A: 10; B: 5; C: 3; D: -9; E: -4; F: -16; G: 8; H: -2
> COc1ccccc1N(CC(=O)N(C)Cc1ccccc1)S(=O)(=O)c1cccs1
  A: 3; B: -3; C: 10; D: -11; E: -4; F: -3; G: 23; H: 3
> CC1(NC(=O)Cc2ccc(Cl)c(Cl)c2)CCS(=O)(=O)C1 (stereo unspecified)
  A: -9; B: 10; C: 6; D: 7; E: -3; F: 6; G: 6; H: 10
> Cc1ccc(NC(=O)Cn2c(CCC(=O)O)ccc2-c2cccs2)cc1Cl
  A: -6; B: -11; C: 0; D: 3; E: -2; F: 4; G: 0; H: 6
> C=CCc1cccc2cc(C(=O)N(C)C)c(=O)oc12
  A: -9; B: -1; C: -11; D: 4; E: -2; F: -1; G: 3; H: 0
> Cc1cc(N2CCN(c3cccc(C(F)(F)F)c3)CC2)n2ncnc2n1
  A: 10; B: 0; C: -2; D: 21; E: -2; F: -25; G: 40; H: 4
> Cc1ccccc1C(=O)NNC(=O)c1cccc(Br)c1
  A: 7; B: 10; C: -2; D: 6; E: -2; F: 10; G: 8; H: 13
> C/C(CC1(O)/C(=N/O)CCc2nonc21)=N\O (stereo unspecified)
  A: 1; B: -4; C: -5; D: 16; E: 4; F: 4; G: -5; H: 13
> NC(=O)Cn1c(=O)oc2ccccc21
  A: -10; B: -8; C: -2; D: -3; E: 3; F: 8; G: -3; H: -13
> O=C(CSCCc1ccccn1)Nc1ccccn1
  A: 4; B: -3; C: 3; D: -8; E: 96*; F: -3; G: -24; H: 7
> Cc1nonc1C(=O)N/N=C/c1cc2c(cc1Br)OCO2
  A: 0; B: 0; C: 2; D: -9; E: -10; F: 11; G: -2; H: 6
> COc1c2c(cc3ccc(=O)oc13)CCO2
  A: 4; B: 2; C: 0; D: -2; E: 32; F: -5; G: -10; H: -1
> COc1ccc(S(=O)(=O)N2CCC(C(=O)NN3CCCCC3)CC2)cc1OC
  A: 18; B: -2; C: 1; D: 1; E: 0; F: 29; G: -5; H: -5
> CCn1cc(C(=O)N2CCN(c3ccc(OC)cc3)CC2)c(=O)c2cc(S(=O)(=O)N3CCCCC3)ccc21
  A: -2; B: 2; C: -3; D: -5; E: 0; F: 8; G: 5; H: -8
> COc1ccc(CNC(=O)COC(=O)c2ccc(S(=O)(=O)N3CCCCC3)cc2)cc1
  A: -7; B: 0; C: 2; D: 3; E: 2; F: -1; G: 0; H: -8
> N=c1sccn1CC(=O)Nc1cccc(S(=O)(=O)N2CCCCCC2)c1
  A: -4; B: 8; C: -12; D: 16; E: 46; F: 4; G: 8; H: 1
> CCC(C)(C)NC(=O)C(C(C)C)N(CC1CCCO1)C(=O)CNS(=O)(=O)c1ccccc1 (stereo unspecified)
  A: -6; B: 14; C: 0; D: -19; E: 16; F: 2; G: -2; H: 20
> COc1ccc2c3c(ccc2c1)C(=O)/C(=C/O)CC3
  A: ·; B: -3; C: -7; D: ·; E: -55; F: ·; G: -15; H: ·
> CCOc1ccc(/C=C2\SC(=S)N(CC(=O)NCCCN3CCOCC3)C2=O)cc1
  A: -8; B: 10; C: -9; D: 15; E: -8; F: 4; G: 14; H: 24
> COc1ccc(C(=O)OCC(=O)c2ccc(C3CCCCC3)cc2)cc1
  A: 3; B: 4; C: -8; D: 10; E: -5; F: -15; G: 8; H: 1
> Cc1ccc(Cn2ncn(-c3ccccc3)c2=O)cc1
  A: 3; B: -7; C: -1; D: -11; E: -22; F: -6; G: 0; H: 7
> COc1cc(NC(=O)CSc2nccc(C)n2)c(C)cc1[N+](=O)[O-]
  A: -4; B: -6; C: 6; D: 8; E: -7; F: 6; G: 5; H: -8
> CCC1CCCCN1S(=O)(=O)c1ccc(C(=O)Nc2nnc(-c3cccs3)o2)cc1 (stereo unspecified)
  A: -42; B: 7; C: 36; D: 2; E: 24; F: -36; G: 14; H: 12
> COc1cc(/C=N\NC(=O)OC(C)(C)C)ccc1OC(=O)c1ccco1
  A: -1; B: -27; C: -2; D: -12; E: -7; F: 1; G: -10; H: -12
> COc1ccc(/C=N/Nc2ccccn2)c(OC)c1OC
  A: 3; B: 1; C: 3; D: -26; E: -35; F: -17; G: 0; H: 11
> COc1ccc(OC)c(C(=O)c2coc3cc(Br)c(O)c(Br)c23)c1
  A: -4; B: -10; C: 10; D: 6; E: 7; F: 0; G: 11; H: -8
> CCOc1ccc(NC2c3ccccc3C(=O)N2c2ccc(Cl)cn2)cc1 (stereo unspecified)
  A: 5; B: 4; C: 9; D: -4; E: 33; F: 4; G: 6; H: 11
> CCOC(=O)c1ccc(NC(=O)CC2Sc3ncnn3C2=O)cc1 (stereo unspecified)
  A: -11; B: -13; C: -18; D: -23; E: 4; F: -26; G: 0; H: -10
> COc1ccccc1CNC(=O)C(=O)Nc1ccc(C(=O)N2CCC(C)CC2)cc1
  A: 4; B: 3; C: 5; D: -14; E: 7; F: 7; G: 12; H: -17
> COc1ccc(CN(C(=O)c2snc(C(N)=O)c2N)C(C(=O)NC2CCCC2)c2ccco2)cc1 (stereo unspecified)
  A: 34; B: 10; C: 7; D: 1; E: -9; F: 24; G: 16; H: 9
> O=C(O)CCC(=O)N1CCN(c2ncccc2C(F)(F)F)CC1
  A: -3; B: -3; C: -5; D: -13; E: 4; F: -19; G: 4; H: 1

Individual results from the list:
`COc1ccc(OC)c(C(=O)c2coc3cc(Br)c(O)c(Br)c23)c1` in EBI2 antag → -10
`COc1c2c(cc3ccc(=O)oc13)CCO2` in APJ antagonist → -1

More records follow.
Letters – A = UBC13 inh; B = EBI2 antag; C = CXCR6 inh; D = Jurkat NFkB inh; E = Gli-Sufu block; F = 697 NFkB inh; G = CCR6 antag; H = APJ antagonist
> Cc1cc(C)n(Cc2ccc(NC(=O)c3c([N+](=O)[O-])c(C)nn3C)cc2)n1
  A: 0; B: 9; C: -9; D: -10; E: -1; F: -15; G: 9; H: -14
> CC(C)OC(=O)c1cn(-c2ccccc2)nc1-c1ccco1
  A: -8; B: 9; C: 3; D: 8; E: 31; F: 22; G: 30; H: 19
> CCOC(=O)c1c(S(=O)(=O)NCC(=O)Nc2ccc(F)cc2)c(C)n(C)c1C
  A: -5; B: -8; C: -3; D: -19; E: -5; F: -7; G: 5; H: 25
> O=C(/C=C/c1ccccc1[N+](=O)[O-])c1ccccc1Br
  A: 8; B: -20; C: 6; D: -9; E: -11; F: -6; G: 22; H: -19
> COCCNC(=O)c1ccccc1NC(=O)c1ccc(Cl)c(S(=O)(=O)Nc2ccc(C)cc2C)c1
  A: -4; B: 14; C: 4; D: -5; E: 7; F: -9; G: 17; H: 12
> Cc1ccnc(NS(=O)(=O)c2ccc(NC(=O)c3ccccc3F)cc2)n1
  A: -3; B: 2; C: 6; D: 1; E: 0; F: -17; G: 3; H: 5
> CC12CCC(=O)N1C(C(=O)NNC(=O)c1ccc(Cl)cc1)CS2 (stereo unspecified)
  A: -12; B: -6; C: -3; D: -14; E: -11; F: -7; G: 6; H: -9
> COCc1ccc([C@@H]2C[C@H]3CN(Cc4ccccc4C)C(=O)[C@]34CCCN24)o1
  A: 13; B: -1; C: 6; D: -7; E: -8; F: 11; G: 11; H: -17
> O=C(O)c1cccc(-n2cccc2/C=N/O)c1
  A: 4; B: -12; C: -3; D: -5; E: -1; F: 14; G: -9; H: 2
> O=C(Nc1ncc([N+](=O)[O-])s1)C1COc2ccccc2O1 (stereo unspecified)
  A: -7; B: -4; C: 12; D: -6; E: -12; F: -122; G: 17; H: 25
> COc1cc(C(=O)OCC(=O)NC2CCCCC2)cc2c1OCCO2
  A: 4; B: -9; C: -3; D: 9; E: -16; F: 14; G: -2; H: 9
> CN1CCSc2ccc(C(=O)Nc3cc(F)ccc3F)cc21
  A: 29; B: 19; C: 0; D: -133; E: -99; F: -4; G: 7; H: -12
> CSc1ccc(C(=S)N2CCN(C)CC2)cc1
  A: -4; B: -3; C: 3; D: -16; E: -5; F: -3; G: -8; H: 13
> CCOC(=O)c1c(-c2ccccc2)csc1NC(=O)c1cc2ccccc2oc1=O
  A: -14; B: 23; C: -4; D: -1; E: 13; F: -20; G: -2; H: -6
> COc1ccc(Cn2c(CCC(=O)N3CCN(c4ccccn4)CC3)nc3ncccc3c2=O)cc1
  A: ·; B: 20; C: -1; D: ·; E: -11; F: ·; G: -3; H: ·
> Cc1cccc2c3c([nH]c12)CCNC3
  A: -4; B: 8; C: 0; D: -21; E: 1; F: -16; G: 1; H: -1
> Cn1c(Sc2ccccc2Cl)c(C=O)c2ccccc21
  A: 26; B: 10; C: -2; D: 5; E: 8; F: 23; G: 22; H: 13
> Cc1cc(N2CCN(C)CC2)nc2ccc(NC(=S)N3CCN(c4ccc(Cl)cc4)CC3)cc12
  A: 76*; B: -8; C: 0; D: -14; E: -10; F: 4; G: 12; H: -6

3 entries out of the list above, arranged by their value in CXCR6 inh, largest number first.
| smiles | CXCR6 inh |
| --- | --- |
| O=C(CSCCc1ccccn1)Nc1ccccn1 | 3 |
| Cc1cccc2c3c([nH]c12)CCNC3 | 0 |
| O=C1C2C(c3ccccc3)(C(=O)N1c1ccc(Cl)cc1)C2(c1ccccc1)c1ccccc1 (stereo unspecified) | -2 |

Rows are unselected. Share with any hit: about 3%.
